From PubChem
NR2F2 inh = inhibitors of human COUP-TFII (NR2F2); P24468; HEK293T NGFI-A luciferase reporter, luminescence; inhibition, % at 8.6 µM; 370,000 compounds, 0.7% hits; AID 686940;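 active means inhibition above a per-plate cutoff, mean inhibition of test wells between control levels plus 3 SD, cut at about 38% in these data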;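 further: cells cotransfected with COUP-TFII expression vector driving the NGFI-A reporter; 0% = median of COUP-TF2 test wells and 100% = reporter-only cells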
Target sequence (P24468 whole entry, looked up): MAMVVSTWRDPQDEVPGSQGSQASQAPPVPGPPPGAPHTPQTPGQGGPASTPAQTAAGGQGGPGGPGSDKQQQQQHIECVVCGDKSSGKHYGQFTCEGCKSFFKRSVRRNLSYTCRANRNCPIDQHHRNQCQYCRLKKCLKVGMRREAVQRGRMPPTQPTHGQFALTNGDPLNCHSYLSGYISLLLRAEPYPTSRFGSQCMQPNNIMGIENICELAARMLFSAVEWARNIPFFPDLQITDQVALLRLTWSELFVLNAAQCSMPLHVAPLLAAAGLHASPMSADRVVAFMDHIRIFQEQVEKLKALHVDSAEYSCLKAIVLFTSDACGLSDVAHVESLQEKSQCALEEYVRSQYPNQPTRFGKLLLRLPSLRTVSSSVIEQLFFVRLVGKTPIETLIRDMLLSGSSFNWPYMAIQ
SRC2 inh = inhibits human steroid receptor coactivator 2; 370,000 compounds, 0.17% hits; HEK293 GAL4-SRC2 luciferase reporter, luminescence; inhibition, % at 9 µM;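 active means inhibition above the mean inhibition of all tested compounds plus 3 SD, set per campaign, cut at about 52% in these data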;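 further: 0% = DMSO treated cells and 100% = cells given Gossypol at 36 µM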
C8 TRAIL sens = caspase-8 TRAIL sensitization | NB7+C8 cells + TRAIL, ATPlite viability luminescence | 360,000 compounds, 1% hits | inhibition (viability loss, TRAIL sensitization), % at 10 µM | AID 624354;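 active means compounds causing at least 50% loss of cell viability in the single-dose screen, relative to plate controls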
NCOA1 inh = inhibitors of human steroid receptor coactivator 1 (SRC1); AID 588354; HEK293 GAL4-SRC1 luciferase reporter, luminescence; inhibition, % at 3.6 µM; Q15788; 360,000 compounds, 0.12% hits;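 active means inhibition above the campaign mean plus 3 SD, with each screening campaign given its own cutoff, cut at about 60% in these data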;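 further: 0% = DMSO treated cells and 100% = gossypol at 36 µM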
TWEAK Fn14 block = inhibitors of TWEAK-Fn14 interaction signaling; inhibition, % at 10 µM; TWEAK-stimulated Fn14 reporter cells, luciferase luminescence, 8 h; AID 1159606; 360,000 compounds, 2% hits; in the data active means inhibition above about 50%
NR5A2 inv ag = suppresses constitutive activity of human LRH-1; inhibition, % at 3.6 µM; HEK293T StAR-luciferase reporter, LRH-1 transfected, 24 h; 360,000 compounds, 0.13% hits; O00482; AID 602396;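 active means inhibition above the mean inhibition of all tested compounds plus 3 SD, cut at about 73% in these data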;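 further: 0% = DMSO wells and 100% = reporter-only cells lacking LRH-1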
TROY NFkB inh = inhibitors of TROY-dependent NF-kB signaling; Q293 LMP1-TROYcd NF-kB luciferase reporter, 4 h; inhibition, % at 10 µM; 360,000 compounds, 0.98% hits; AID 1347056;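 active means compounds whose plate-normalised and pattern-corrected inhibition of the luciferase reporter signal at the single screening dose is 50% or more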
EBV LMP1 NFkB = inhibitors of Epstein-Barr LMP1-induced NF-kappaB reporter; inhibition, % at 12.5 µM; LMP1-induced NF-kappaB luciferase reporter cells, luminescence; 350,000 compounds, 0.69% hits; in the data active means inhibition above about 41%;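 further: 0% = neutral control wells and 100% = reference inhibitor control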
NCOA3 inh = inhibits human SRC3 coactivator | Q9Y6Q9 | HEK293 GAL4-SRC3 luciferase reporter, luminescence | 360,000 compounds, 0.17% hits | inhibition, % at 3.6 µM;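 active means inhibition above a per-campaign cutoff, the mean of all compounds plus 3 SD, cut at about 60% in these data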;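 further: 0% = DMSO-treated cells and 100% = gossypol-treated cells at 36 µM; higher means less SRC3-driven luciferase light from the GAL4 reporter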
TLR9-MyD88 inh = blocks human TLR9 binding to MyD88. AID 504734. Q9NR96+Q99836. 340,000 compounds, 0.21% hits. CHO BLA complementation TLR9-MyD88, CCF4 FRET ratio. inhibition, % at 4.98 µM;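 active means inhibition above the mean over all tested compounds plus 3 SD, cut at about 21% in these data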;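 further: 0% = DMSO only wells and 100% = clavulanate BLA inhibitor control wells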
NOD2 RIPK2 PPI = inhibitors of human NOD2-RIPK2 interaction. O43353. CHO BLA complementation NOD2-RIPK2, CCF4 ratio. inhibition, % at 4.98 µM. 360,000 compounds, 0.38% hits. AID 624267; in the data active means inhibition above about 21%;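 further: 0% = vehicle only and 100% = reference blocker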
Target sequence (O43353 whole entry, looked up): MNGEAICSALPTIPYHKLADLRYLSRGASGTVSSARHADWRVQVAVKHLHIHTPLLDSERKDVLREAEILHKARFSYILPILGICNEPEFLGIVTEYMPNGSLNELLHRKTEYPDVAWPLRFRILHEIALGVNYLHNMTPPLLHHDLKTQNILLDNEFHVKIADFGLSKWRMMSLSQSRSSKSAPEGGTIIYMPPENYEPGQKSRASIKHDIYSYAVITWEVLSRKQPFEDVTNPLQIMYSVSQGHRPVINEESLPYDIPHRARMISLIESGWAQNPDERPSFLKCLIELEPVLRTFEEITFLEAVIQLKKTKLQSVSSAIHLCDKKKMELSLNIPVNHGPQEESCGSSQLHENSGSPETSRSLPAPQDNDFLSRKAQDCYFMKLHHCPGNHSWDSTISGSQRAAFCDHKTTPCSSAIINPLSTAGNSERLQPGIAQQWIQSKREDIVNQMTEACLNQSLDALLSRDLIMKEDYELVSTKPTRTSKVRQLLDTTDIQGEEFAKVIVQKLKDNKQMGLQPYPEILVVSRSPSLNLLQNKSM
Numbers without * were called inactive; · = no result given. These rows are one share of the data, so the mix of outcomes need not match the whole.

SMILES	NR2F2 inh	SRC2 inh	C8 TRAIL sens	NCOA1 inh	TWEAK Fn14 block	NR5A2 inv ag	TROY NFkB inh	EBV LMP1 NFkB	NCOA3 inh	TLR9-MyD88 inh	NOD2 RIPK2 PPI
O=C(CSc1ccc(Cl)cc1)N1CCC(c2nc3ccccc3s2)CC1	30.9	-4.5	8.7	-1.6	43.6	7.8	25.3	14.0	-7.3	-3.3	6.3
COc1ccc(NC(=O)CCc2ccccc2)cc1S(=O)(=O)N1CCOCC1	21.6	-17.8	-8.0	-5.9	-1.6	-1.8	-0.3	-5.4	2.7	0.7	3.6
COc1ccc(S(=O)(=O)Nc2nnc(C(C)C)s2)cc1	-11.1	4.2	-9.8	-13.9	-6.7	7.2	1.6	-1.6	-0.9	-1.7	-2.0
CCCCOc1ccc(C(=O)NCCCC(=O)N2CCCCC2)cc1	10.3	2.4	8.2	2.5	-8.4	-11.1	-3.2	4.4	11.4	-11.6	-11.1
CCCNC(=O)C[C@@H]1C[C@H]2c3cc(NC(=O)c4ccc5c(c4)OCO5)ccc3O[C@H]2[C@@H](CO)O1	-11.8	-5.2	8.6	-1.4	-5.6	-5.2	-6.6	7.6	-9.2	-8.5	2.6
O=C(CSc1nnc(COc2ccc(Cl)cc2)o1)NC1CCCCC1	6.6	-8.6	-10.8	-9.3	6.6	3.1	-31.6	-1.1	13.1	-0.5	-6.7
O=C(/C(=N/N=C/c1ccc(O)c(O)c1O)c1ccccc1)c1ccccc1	5.9	11.4	25.6	-4.2	9.5	3.5	21.2	-17.3	21.5	6.5	-5.6
O=C1CCCc2ccccc2N1Cc1ccccc1	-5.5	-13.0	-6.1	4.0	16.1	-17.4	-9.9	-1.5	2.3	17.5	-5.4
CCCOC(=O)/C(=C\C=C\c1ccccc1)NC(=O)c1ccccc1	10.1	-20.9	9.6	5.2	-30.6	-12.9	-50.8	-9.2	0.4	-1.0	-10.8
CCN(CC)C(=O)c1cncc(C(=O)N(CC)CC)c1-c1ccccc1	20.5	7.2	-3.1	3.4	-3.1	-1.8	6.8	5.9	12.4	-8.2	7.5
Cc1onc(-c2c(F)cccc2Cl)c1C(=O)Nc1cccc2nsnc12	33.7	-19.3	7.5	19.3	16.2	53.3	-25.2	-13.1	14.5	10.9	1.2
CCn1cc([N+](=O)[O-])c(C(=O)Nc2c(C)nn(Cc3c(F)c(F)c(F)c(F)c3F)c2C)n1	-17.8	-36.8	4.4	-9.6	28.0	-8.6	4.8	-12.9	-9.4	8.5	-6.9
CC(C)(C)C(=O)NCCc1nc2ccccc2n1CC(=O)c1ccccc1	-4.7	1.9	-6.4	-12.4	12.3	-5.4	-2.4	2.1	-10.1	11.9	8.8
Cc1onc(-c2ccccc2)c1C(=O)NC1CC1	-4.9	-46.2	-15.8	1.0	-17.1	9.7	-8.9	-1.3	25.2	3.1	-8.1
CCN1CCN(C(=O)CSc2nc3c(c(=O)n(C)c(=O)n3C)n2C)CC1	-3.8	15.4	-11.1	-9.3	-15.7	-25.2	-19.1	0.9	2.7	3.5	-3.9
Cc1ccc(CCNC(=O)CNS(=O)(=O)c2ccc3nc(C)sc3c2)cc1	-6.3	-13.1	13.1	-10.8	-12.7	-0.6	-7.6	3.2	9.6	-14.6	4.5
C=CCNC(=S)NNC(=O)C(CC(C)C)CC(C)O (stereo unspecified)	-14.2	0.6	-5.1	22.1	-6.7	6.3	16.9	-0.5	17.9	3.0	-2.4
CNc1ccccc1C(C)(C)c1cc(-c2ccco2)n[nH]1	5.3	0.3	1.0	6.0	14.0	10.5	22.5	-13.5	12.2	-4.8	4.1
O=C1NCCc2c1[nH]c1ccccc21	5.3	12.9	2.0	3.4	3.1	15.4	-14.3	-1.6	-10.2	-3.7	-8.4
Cc1ccc(CN2CC(C(=O)NNC(=O)c3ccc(F)cc3)CC2=O)cc1 (stereo unspecified)	-40.2	-3.2	-7.6	-9.3	-10.4	-8.4	-16.8	1.1	5.7	2.7	-8.8
CSc1nc2ccc(NC(=O)c3cc4ccccc4o3)cc2s1	-32.7	-88.4	21.1	-145.5	31.9	-155.5	-25.6	-45.8	-103.7	2.5	-7.1
O=C(CCC(=O)c1ccc(Cl)s1)Nc1ncccc1O	-1.0	-0.4	7.8	-12.2	0.0	-5.9	-8.5	9.7	2.0	2.0	1.5
COc1ccc(-c2[nH]ncc2CN2CCC(O)(c3ccc(Cl)cc3)CC2)cc1	-3.2	23.7	27.6	24.5	-2.8	29.3	-5.8	18.7	23.9	-3.1	-4.6
C(/CCc1ccccc1)=N\n1cnnc1	10.9	11.6	-36.0	2.8	-1.6	25.5	-9.5	-1.1	-23.1	0.9	-6.3
O=C(NCCCSc1ccccc1)c1cc(Cl)ccc1O	14.5	22.9	18.9	-4.8	55.4*	11.1	37.3	-3.0	0.3	-4.0	1.2
NNC(=O)c1ccc(COc2ccc3ccccc3c2)cc1	2.5	-13.2	2.0	-57.4	-21.0	-42.8	-51.1	-3.1	-17.8	4.5	-9.5
Cc1cc(SCc2ccccc2C)nc(=O)[nH]1	-11.9	-4.5	-10.4	5.4	14.6	1.8	-7.8	1.7	-9.5	6.5	-0.7
Cc1c(C#N)c2ncn(CCCN(C)C)c(=O)c2n1-c1ccccc1	-6.0	-12.0	-12.2	7.3	-2.3	-15.8	-14.2	-0.5	5.2	1.8	6.1
Nc1cc(=O)[nH]c2ncnn12	-14.4	-8.5	1.9	-13.4	-3.4	20.8	-7.9	12.5	3.0	-6.2	0.4
COc1cccc(CN2C(=O)CCC2(C)C(=O)NC2CCCCC2)c1 (stereo unspecified)	1.4	-20.9	0.4	3.5	-1.0	20.8	-7.0	4.4	-3.1	0.3	2.3
CS(=O)(=O)Nc1ccc(Br)cc1	2.2	-7.4	-8.0	·	-7.4	-13.9	6.3	·	·	·	8.8
CC[C@]12c3[nH]c4ccc(Cl)cc4c3CCN1C(=O)[C@@H](CC(=O)NCCCOC)C[C@@H]2C(=O)N1CCN(C(=O)c2ccco2)CC1	-21.4	-2.0	15.0	3.3	-3.2	-10.6	5.1	-1.2	3.9	-2.8	-9.9
CCOC(=O)CN(C(=O)CNC(=O)c1ccco1)C(C(=O)NC1CCCCC1)c1cccc(OC)c1 (stereo unspecified)	-12.2	-30.1	9.1	-2.1	0.9	6.6	-1.3	8.0	12.2	-4.3	4.2
COc1ccc(NC(=O)CSc2nc3ccsc3c(=O)n2CCCCCC(=O)O)cc1	-19.1	2.5	2.8	-0.4	-1.5	9.1	3.0	-1.7	7.0	-3.8	-4.8
CC(C)Oc1ccccc1/C=N/NC(=O)C1CCCC1	1.3	-23.6	19.7	-22.2	-8.1	1.0	0.2	0.5	-1.6	-1.2	-3.2
N#Cc1ccsc1NC(=O)CSc1ncn[nH]1	-6.6	-13.9	-5.4	-11.6	8.3	-25.6	-9.1	-16.4	-6.5	-0.4	-0.4
COc1c(C)cc(Br)cc1C(=O)Nc1ccc(C)cc1[N+](=O)[O-]	-4.4	-14.4	-5.4	-3.8	-4.9	-16.3	11.6	-10.5	6.8	8.1	-5.5
COCCn1c(C)cc(C(=O)CSc2ncn[nH]2)c1C	2.1	-27.1	-1.9	-43.3	-9.4	-24.5	14.6	-5.9	-24.4	1.1	-0.7
CCCn1nc(C(=O)NNC(=O)c2cccc(S(=O)(=O)NC(C)C)c2)c2ccccc2c1=O	-6.1	16.1	6.8	0.9	-30.4	7.5	9.9	2.2	19.6	3.9	-7.2
O=C(O)/C=C/C(=O)Nc1ccc(OC(F)(F)F)cc1Br	0.9	-11.2	-3.3	3.5	-6.8	14.7	2.1	9.1	18.9	11.2	-11.0
O=C(Nc1ccccc1N1CCOCC1)C1=NN(c2ccccc2)C(=O)CC1	12.4	25.4	24.6	0.7	-1.5	3.3	-9.1	-7.1	-11.7	-6.3	2.1
C[C@@H]1C=C(C(=O)NC2CC2)O[C@H](OCc2ccc(CO)cc2)C1	1.1	-20.1	3.8	-0.9	-0.6	6.2	-13.9	2.8	-31.8	-4.6	-8.1
CC1=C(C(=O)OC2CCCCC2)C(c2ccc(C)o2)C2=C(CCCC2=O)N1 (stereo unspecified)	-1.1	15.3	-9.6	-1.6	-7.5	-1.7	23.7	-6.6	0.5	-7.4	-6.8
CCc1ccc(CNC(=O)c2ccc(OC3CCN(C(C)=O)CC3)c(OC)c2)nc1	14.6	-7.8	1.4	-3.8	20.0	13.9	0.7	-2.6	4.2	1.1	1.7
COc1ccc(N(Cc2cc3cccc(C)c3[nH]c2=O)S(=O)(=O)c2ccc(Cl)cc2)cc1	-6.8	-12.2	-4.9	-29.9	-14.4	6.9	-9.9	3.1	-26.8	1.8	9.9
Cc1ccc2c(c1)N(CC(=O)NCCCN1CCCCC1C)C(=O)c1cccnc1O2 (stereo unspecified)	7.1	26.6	-17.9	1.5	-9.9	-0.5	3.3	1.3	7.6	-1.3	-2.5
CCOc1ccc(N2C(=O)CC(N3CCN(c4ccccc4F)CC3)C2=O)cc1 (stereo unspecified)	7.9	-0.2	7.5	-2.1	12.3	-37.6	18.5	-23.8	3.1	-5.2	-9.3
O=C1c2ccccc2S(=O)(=O)c2cc(-c3nn[nH]n3)ccc21	8.2	-8.7	6.9	-12.7	0.6	2.2	-4.3	-3.5	-17.4	1.9	-15.4
O=C(C[C@H]1CC[C@H]2[C@@H](COC[C@@H](O)CN2S(=O)(=O)c2ccccc2)O1)N[C@@H]1CCN(Cc2ccccc2)C1	17.9	-7.5	2.7	·	·	8.9	·	·	·	·	4.0
Cn1cccc1C(=O)OCC(=O)NCCCc1ccccc1	2.4	12.1	-7.8	-2.5	6.6	47.8	-5.0	-0.7	7.1	-4.7	1.3
CC(=O)c1cccc(NC(=S)NC(=O)c2ccccc2)c1	-44.6	-67.8	8.6	-140.9	-3.6	-87.7	-91.5	-19.7	-74.4	-2.8	-5.6
S=C(NCCc1ccccc1)NCC1CCCO1 (stereo unspecified)	-8.4	-28.9	5.1	-32.0	-29.9	-32.3	-17.7	-1.9	-30.8	2.4	1.7
CCN(CC)S(=O)(=O)c1cccc(-c2n[nH]c(=S)n2Cc2ccccc2)c1	0.9	7.3	0.3	-2.7	-5.4	-4.2	-3.2	4.7	-1.6	6.7	1.1
O=C(COC(=O)c1ccccc1)Nc1ncc([N+](=O)[O-])s1	-3.3	-30.4	4.9	-20.2	19.3	-16.9	-16.3	-5.0	-15.5	-12.0	-8.9
CC1Cc2ccccc2N1C(=O)CN1CCC(n2nnc3cc(C(F)(F)F)ccc32)CC1 (stereo unspecified)	16.5	-8.2	3.4	-0.4	24.4	5.3	28.1	11.7	20.4	1.1	4.4
O=C(NC1CCN(Cc2ccccc2)CC1)c1cccc(NS(=O)(=O)c2ccc(Br)cc2)c1	18.3	10.7	10.5	7.2	18.7	-0.5	12.3	19.1	6.0	9.5	-3.0
